Rtt109 HAT inh: inhibitors of Candida albicans Rtt109/Vps75 histone acetyltransferase; Q5AAJ8; purified Rtt109/Vps75, ThioGlo CoA-SH fluorescence, 4 h; inhibition, % at 34.9 µM; 0.16% of 330,000 active; AID 540336;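 active means inhibition of at least 50% in every replicate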
RTF Ca sens act: cardiac RTF calcium sensitization | AID 493008 | activation, % at 7.2 µM | 0.24% of 340,000 active | IANBD-labeled TnC RTF fluorescence at EC20 calcium; 0% EC20 calcium, 100% full calcium | P19429+P45379;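 active means activation above the mean over all tested compounds plus 3 SD, cut at about 30% in these data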;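 further: rise in fluorescence read as greater calcium sensitivity of cardiac thin filaments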
Keap1-Nrf2 PPI: inhibitors of human Keap1-Nrf2 protein-protein interaction; Q14145; Keap1 Kelch-Nrf2 peptide fluorescence polarization, 1536-well; inhibition, % at 9.4 µM; 0.15% of 340,000 active; AID 504523; in the data active means inhibition above about 12%;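 further: human Keap1 Kelch domain with fluorescein labeled Nrf2 9mer peptide probe; 0% = neutral control wells and 100% = peptide positive control; higher means more block of Keap1 binding to Nrf2 peptide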
Target sequence (Q14145 whole entry, looked up, the tested form may be a part): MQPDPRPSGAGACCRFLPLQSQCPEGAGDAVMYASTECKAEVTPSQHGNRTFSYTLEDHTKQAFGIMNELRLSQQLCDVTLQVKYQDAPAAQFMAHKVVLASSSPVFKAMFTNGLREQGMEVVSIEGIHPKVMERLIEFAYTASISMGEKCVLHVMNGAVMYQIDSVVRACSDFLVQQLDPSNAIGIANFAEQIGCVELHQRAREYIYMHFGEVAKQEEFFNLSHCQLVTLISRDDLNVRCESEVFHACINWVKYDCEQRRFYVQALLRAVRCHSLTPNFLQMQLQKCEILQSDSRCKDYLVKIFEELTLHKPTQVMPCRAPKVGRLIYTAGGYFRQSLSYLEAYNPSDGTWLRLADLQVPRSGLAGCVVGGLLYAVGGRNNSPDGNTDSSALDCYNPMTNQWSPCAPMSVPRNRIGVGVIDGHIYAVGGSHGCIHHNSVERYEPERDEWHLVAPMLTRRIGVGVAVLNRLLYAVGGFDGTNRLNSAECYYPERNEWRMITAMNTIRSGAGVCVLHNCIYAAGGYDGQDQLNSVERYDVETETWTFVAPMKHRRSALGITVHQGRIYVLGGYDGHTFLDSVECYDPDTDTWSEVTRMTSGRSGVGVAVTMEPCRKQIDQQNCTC
RTF Ca sens inh: cardiac RTF calcium desensitization. inhibition, % at 7.15 µM. IANBD-labeled cardiac RTF, Ca2+ fluorescence. 0.12% of 340,000 active;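 active means inhibition above the mean inhibition of all tested compounds plus 3 SD, cut at about 17% in these data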;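 further: assay run at fixed EC70 calcium of 1.6 mM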
dFosB act: enhances mouse delta FosB homodimer DNA binding. P13346. purified delta FosB, TAMRA-CDK5 oligo fluorescence polarization; percent of positive-control signal above neutral wells. activation, % at 25 µM. 0.99% of 340,000 active;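 active means mean activation above about 17%, with every replicate also reaching it, limit read from the data, passing the limit was not always enough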;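 further: fluorescence polarization rise as delta FosB binds a TAMRA Cdk5 AP-1 oligo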
Target sequence (P13346 whole entry, looked up): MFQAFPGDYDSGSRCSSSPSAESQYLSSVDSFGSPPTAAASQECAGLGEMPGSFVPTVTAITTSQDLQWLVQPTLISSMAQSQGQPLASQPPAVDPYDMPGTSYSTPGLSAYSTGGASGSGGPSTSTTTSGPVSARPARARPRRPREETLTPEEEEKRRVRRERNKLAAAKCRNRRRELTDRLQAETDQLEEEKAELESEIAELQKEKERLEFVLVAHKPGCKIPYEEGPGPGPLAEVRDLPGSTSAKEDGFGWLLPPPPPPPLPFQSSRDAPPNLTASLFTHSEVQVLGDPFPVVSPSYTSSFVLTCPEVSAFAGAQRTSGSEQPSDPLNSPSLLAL
NSD2 HMT inh: inhibitors of human histone methyltransferase NSD2 | 0.54% of 310,000 active | NSD2 peptide methylation, AlphaScreen, 120 min | O96028 | AID 743445 | inhibition, % at 12.5 µM; in the data active means inhibition above about 50%
CDK5 p35 inh: blocks human CDK5/p35 kinase activity | 0.01% of 330,000 active | inhibition, % at 10 µM | Recombinant CDK5/p35, ADP-Glo luminescence, 60 min | AID 488839 | Q00535+Q15078;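 active means highest replicate inhibition of at least 50% and at least 75% of replicates reaching 50%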;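 further: plate controls were DMSO neutral control for no effect and GW8510 at 10 µM for full effect; many of its hits are not listed in these tables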
PvdQ inh: blocks Pseudomonas aeruginosa PvdQ acylase activity. purified PvdQ acylase, fluorescence plate reader. inhibition, % at 10 µM. 0.063% of 340,000 active; in the data active means inhibition above about 30%, passing the limit was not always enough;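 further: 0% = vehicle neutral wells and 100% = reference inhibitor wells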
PfHsp90 yeast 2: inhibits growth of yeast expressing Plasmodium falciparum Hsp90; S. cerevisiae expressing PfHsp90, BacTiter-Glo ATP, 48 h; yeast lacking PDR1 and PDR3 efflux regulators; inhibition, % at 9.4 µM; 0.32% of 310,000 active;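 active means every replicate shows inhibition above about 80%, whatever the replicate mean, limit read from the data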;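 further: 0% = DMSO neutral controls and 100% = 20 µM radicicol positive controls; yeast relying on Plasmodium falciparum Hsp90 in place of its own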
SUMO Mot1 rescue: SUMOylation pathway inhibition by Mot1-301 growth rescue; growth rescue, % at 18.8 µM; S. cerevisiae Mot1-301 growth rescue, ATP luminescence, 38.5C; percent above DMSO median, 100 means doubled; 1% of 320,000 active;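 active means every valid replicate shows activation above 250% relative to neutral control wells; inactive means the rest, any valid replicate at or below 250%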;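 further: OY570 slx delta 5 strain wells were the positive control but not used for scaling; some compounds called inactive have numbers as strong as hits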
LANA DNA inh: KSHV C-LANA DNA binding inhibition. MBP-C-LANA/FAM-LBS DNA binding, fluorescence polarization. inhibition, % at 9 µM. 0.078% of 340,000 active. AID 504423;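 active means highest replicate inhibition at or above 60% at 9 µM, even if other replicates fall short; inactive means all replicates below 60% inhibition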;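 further: 0% = neutral control wells and 100% = 4 µM acridine orange control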
Active calls of the source: *. Compounds as they come. About 3.2% of those tested had a hit in this group.

How did CCN(c1cc(C)cc(C)c1)S(=O)(=O)c1nnc(NC(=O)C(C)C)s1 do in these assays?
Rtt109 HAT inh: -3; RTF Ca sens act: 4; Keap1-Nrf2 PPI: 6; RTF Ca sens inh: -6; dFosB act: -6; NSD2 HMT inh: -1; CDK5 p35 inh: -1.6; PvdQ inh: -10; PfHsp90 yeast 2: -3; SUMO Mot1 rescue: 1; LANA DNA inh: -1.4

How did CCOC(=O)c1[nH]c(C)c(C(=O)OCC(=O)NC2CCS(=O)(=O)C2)c1C (stereo not given) do in these assays?
Rtt109 HAT inh: -2; RTF Ca sens act: 2; Keap1-Nrf2 PPI: -10; RTF Ca sens inh: -3; dFosB act: -5; NSD2 HMT inh: 25; CDK5 p35 inh: -4.2; PvdQ inh: -15; PfHsp90 yeast 2: -27; SUMO Mot1 rescue: -4; LANA DNA inh: 0.2

What do the screens show for `Cc1ccc(NC(=O)N2CCN(C(=O)C3CCCO3)CC2)cc1` (stereo not given)?
Rtt109 HAT inh: -4; RTF Ca sens act: 5; Keap1-Nrf2 PPI: 4; RTF Ca sens inh: 1; dFosB act: -4; NSD2 HMT inh: -1; CDK5 p35 inh: 0.5; PvdQ inh: 2; PfHsp90 yeast 2: 9; SUMO Mot1 rescue: 53; LANA DNA inh: 0.4

How did Cc1cc(C(F)(F)F)nn1CC(=O)Nc1ccc(Br)c2cccnc12 do in these assays?
Rtt109 HAT inh: 3; RTF Ca sens act: -2; Keap1-Nrf2 PPI: -4; RTF Ca sens inh: -9; dFosB act: -7; NSD2 HMT inh: -4; CDK5 p35 inh: 0.1; PvdQ inh: -13; PfHsp90 yeast 2: 5; SUMO Mot1 rescue: 36; LANA DNA inh: 0.7

How did CCC(=O)c1ccc(OCc2ccc(C#N)cc2)cc1 do in these assays?
Rtt109 HAT inh: 2; RTF Ca sens act: -4; Keap1-Nrf2 PPI: 0; RTF Ca sens inh: -12; dFosB act: 2; NSD2 HMT inh: -6; CDK5 p35 inh: -5.6; PvdQ inh: -2; PfHsp90 yeast 2: -23; SUMO Mot1 rescue: 33; LANA DNA inh: 2.0

What do the screens show for `CCCCNC(=O)CCNC(=O)c1ccc(C(C)(C)C)cc1`?
Rtt109 HAT inh: -1; RTF Ca sens act: 8; Keap1-Nrf2 PPI: -2; RTF Ca sens inh: 0; dFosB act: -12; NSD2 HMT inh: -2; CDK5 p35 inh: -1.4; PvdQ inh: 0; PfHsp90 yeast 2: 6; SUMO Mot1 rescue: -8; LANA DNA inh: -0.3

How did COc1ccc(-c2csc(NC(=O)CS(=O)(=O)c3ccccc3)n2)cc1 do in these assays?
Rtt109 HAT inh: 20; RTF Ca sens act: -7; Keap1-Nrf2 PPI: 4; RTF Ca sens inh: 3; dFosB act: 3; NSD2 HMT inh: 0; CDK5 p35 inh: -0.5; PvdQ inh: -14; PfHsp90 yeast 2: -9; SUMO Mot1 rescue: 31; LANA DNA inh: 0.5

Results for COc1ccc(CC(=O)OCC(=O)N2CCCC(C)C2)cc1 (stereo not given) ?
Rtt109 HAT inh: 1; RTF Ca sens act: 0; Keap1-Nrf2 PPI: 0; RTF Ca sens inh: 2; dFosB act: 0; NSD2 HMT inh: 0; CDK5 p35 inh: 0.0; PvdQ inh: 1; PfHsp90 yeast 2: 14; SUMO Mot1 rescue: 120; LANA DNA inh: 1.5

Results for Cc1ccc(O)c(C(=O)c2cnc3c(c2)CN(C)C(=O)N3)c1 ?
Rtt109 HAT inh: -5; RTF Ca sens act: -2; Keap1-Nrf2 PPI: -3; RTF Ca sens inh: 3; dFosB act: -5; NSD2 HMT inh: 1; CDK5 p35 inh: 0.5; PvdQ inh: 1; PfHsp90 yeast 2: 21; SUMO Mot1 rescue: 9; LANA DNA inh: 0.9

Results for CSc1nc2c(ccc3ccccc32)o1 ?
Rtt109 HAT inh: -6; RTF Ca sens act: -3; Keap1-Nrf2 PPI: 4; RTF Ca sens inh: 6; dFosB act: 1; NSD2 HMT inh: 4; CDK5 p35 inh: 0.3; PvdQ inh: -12; PfHsp90 yeast 2: 13; SUMO Mot1 rescue: 18; LANA DNA inh: -0.9

Results for O=C(NC1CCCCC1)c1ccc2c(c1)S(=O)(=O)c1ccccc1C2=O ?
Rtt109 HAT inh: 0; RTF Ca sens act: 6; Keap1-Nrf2 PPI: -3; RTF Ca sens inh: 0; dFosB act: -1; CDK5 p35 inh: 0.4; PvdQ inh: -12; PfHsp90 yeast 2: -7; SUMO Mot1 rescue: -13; LANA DNA inh: 3.3

Results for Cc1cc2nsnc2c(S(=O)(=O)N2CCN(C)CC2)c1C ?
Rtt109 HAT inh: -5; RTF Ca sens act: 1; Keap1-Nrf2 PPI: -2; RTF Ca sens inh: 1; dFosB act: 6; NSD2 HMT inh: 3; CDK5 p35 inh: -0.7; PvdQ inh: -9; PfHsp90 yeast 2: -22; SUMO Mot1 rescue: -13; LANA DNA inh: 1.3

How did O=C(Nc1ccccc1)OC1CCS(=O)(=O)C1 (stereo not given) do in these assays?
Rtt109 HAT inh: -5; RTF Ca sens act: -6; Keap1-Nrf2 PPI: 0; RTF Ca sens inh: 13; dFosB act: 1; NSD2 HMT inh: -3; CDK5 p35 inh: 0.2; PvdQ inh: -12; PfHsp90 yeast 2: -1; SUMO Mot1 rescue: -6; LANA DNA inh: -0.5

How did CCN(CC)CCCNC(=O)c1oc2ccc3c(c2c1C)C(O)CC(C)(C)O3 (stereo not given) do in these assays?
Rtt109 HAT inh: -7; RTF Ca sens act: -7; Keap1-Nrf2 PPI: -3; RTF Ca sens inh: -9; dFosB act: -2; NSD2 HMT inh: 13; CDK5 p35 inh: 2.1; PvdQ inh: 0; PfHsp90 yeast 2: 8; SUMO Mot1 rescue: 392; LANA DNA inh: -0.6

How did CCCP(=O)(CCC)CCP(=O)(c1ccccc1)c1ccccc1 do in these assays?
Rtt109 HAT inh: 5; RTF Ca sens act: 2; Keap1-Nrf2 PPI: -6; RTF Ca sens inh: -7; dFosB act: 5; NSD2 HMT inh: -4; CDK5 p35 inh: 3.0; PvdQ inh: -1; PfHsp90 yeast 2: 6; SUMO Mot1 rescue: -4; LANA DNA inh: -2.5

Results for Nc1ccc(NC(=O)c2ccc(C(=O)Nc3ccc(N)cc3)cc2)cc1 ?
Rtt109 HAT inh: -4; RTF Ca sens act: -7; Keap1-Nrf2 PPI: 7; RTF Ca sens inh: 0; dFosB act: -4; NSD2 HMT inh: -1; CDK5 p35 inh: 2.1; PvdQ inh: 3; PfHsp90 yeast 2: -1; SUMO Mot1 rescue: -3; LANA DNA inh: -0.5

What do the screens show for `O=C(NC1CC1)c1cc2ccccc2o1`?
Rtt109 HAT inh: 0; RTF Ca sens act: 2; Keap1-Nrf2 PPI: 7; RTF Ca sens inh: -5; dFosB act: 2; NSD2 HMT inh: -2; CDK5 p35 inh: -0.3; PvdQ inh: -1; PfHsp90 yeast 2: 17; SUMO Mot1 rescue: -2; LANA DNA inh: 0.7

What do the screens show for `CC(O)Cc1nsc(NC(=O)c2cccs2)n1` (stereo not given)?
Rtt109 HAT inh: 5; RTF Ca sens act: 1; Keap1-Nrf2 PPI: 1; RTF Ca sens inh: -11; dFosB act: -7; CDK5 p35 inh: 0.2; PvdQ inh: 15; PfHsp90 yeast 2: 4; SUMO Mot1 rescue: 8; LANA DNA inh: 0.5

What do the screens show for `CCOc1ccc(C(=O)NCC(=O)NNC(=O)c2cc(C)oc2C)cc1OCC`?
Rtt109 HAT inh: -1; RTF Ca sens act: 2; Keap1-Nrf2 PPI: -5; RTF Ca sens inh: -1; dFosB act: -7; NSD2 HMT inh: -3; CDK5 p35 inh: -1.4; PvdQ inh: -4; SUMO Mot1 rescue: 7; LANA DNA inh: -1.7

How did Cc1cccc(CC(=O)NCCS(=O)(=O)N2CCN(c3cccc(Cl)c3)CC2)c1 do in these assays?
Rtt109 HAT inh: -1; RTF Ca sens act: -10; Keap1-Nrf2 PPI: 1; RTF Ca sens inh: -4; dFosB act: 3; NSD2 HMT inh: -3; CDK5 p35 inh: 1.3; PvdQ inh: -10; PfHsp90 yeast 2: -20; SUMO Mot1 rescue: 136; LANA DNA inh: 1.0

What do the screens show for `O=C(Nc1cnn(Cc2c(Cl)cccc2Cl)c1)c1ccc([N+](=O)[O-])cc1`?
Rtt109 HAT inh: -8; RTF Ca sens act: -1; Keap1-Nrf2 PPI: 0; RTF Ca sens inh: -5; dFosB act: 4; NSD2 HMT inh: -1; CDK5 p35 inh: 0.1; PvdQ inh: -14; PfHsp90 yeast 2: 2; SUMO Mot1 rescue: 14; LANA DNA inh: 0.7

How did CCc1cc(C(=O)N2CCN(C(=O)c3ccco3)CC2)sc1C do in these assays?
Rtt109 HAT inh: -1; RTF Ca sens act: 0; Keap1-Nrf2 PPI: -1; RTF Ca sens inh: -9; dFosB act: 3; NSD2 HMT inh: -1; CDK5 p35 inh: 1.5; PvdQ inh: -11; PfHsp90 yeast 2: 4; SUMO Mot1 rescue: -17; LANA DNA inh: 0.5

What do the screens show for `CN1CCN(C(=S)NC(=O)c2cccc(S(=O)(=O)N(C)C)c2)CC1`?
Rtt109 HAT inh: 23; RTF Ca sens act: -1; Keap1-Nrf2 PPI: -6; RTF Ca sens inh: 1; dFosB act: 2; NSD2 HMT inh: 1; CDK5 p35 inh: 2.2; PvdQ inh: 10; SUMO Mot1 rescue: 5; LANA DNA inh: 0.0

What do the screens show for `COc1cc2c(cc1NC(=O)CN1CCN(S(=O)(=O)c3ccc(C)cc3)CC1)oc1ccccc12`?
Rtt109 HAT inh: 27; RTF Ca sens act: 3; Keap1-Nrf2 PPI: 2; RTF Ca sens inh: 4; dFosB act: -1; NSD2 HMT inh: -2; CDK5 p35 inh: -1.3; PvdQ inh: 8; PfHsp90 yeast 2: 0; SUMO Mot1 rescue: -3; LANA DNA inh: -1.0

How did Cc1nc(C(C)NC(=O)c2ccc(OC3CCN(Cc4ccccn4)CC3)cc2)c(C)s1 (stereo not given) do in these assays?
Rtt109 HAT inh: 1; RTF Ca sens act: 0; Keap1-Nrf2 PPI: 0; RTF Ca sens inh: -5; dFosB act: -4; NSD2 HMT inh: 2; CDK5 p35 inh: -1.9; PvdQ inh: -22; PfHsp90 yeast 2: 8; SUMO Mot1 rescue: 17; LANA DNA inh: -0.2

Results for COc1ccc2nc(SCc3cnc(C)nc3N)[nH]c2c1 ?
Rtt109 HAT inh: -8; RTF Ca sens act: 0; Keap1-Nrf2 PPI: 3; RTF Ca sens inh: 1; dFosB act: -4; NSD2 HMT inh: -3; CDK5 p35 inh: 1.1; PvdQ inh: 3; PfHsp90 yeast 2: -20; SUMO Mot1 rescue: 6; LANA DNA inh: 0.2

What do the screens show for `O=C(CN1C(=O)C2C3C=CC(C3)C2C1=O)Nc1nc(-c2ccccn2)cs1` (stereo not given)?
Rtt109 HAT inh: -3; RTF Ca sens act: 1; Keap1-Nrf2 PPI: -7; RTF Ca sens inh: -3; dFosB act: -15; NSD2 HMT inh: 32; CDK5 p35 inh: -0.4; PvdQ inh: -14; PfHsp90 yeast 2: -48; SUMO Mot1 rescue: -21; LANA DNA inh: 1.7

Screening data from PubChem.
